# Screening results as filed in PubChem BioAssay.
# ST2 inh: blocks human ST2 binding to IL-33. inhibition, % for hits at 17 µM. AlphaLISA ST2-Fc/biotin-IL-33 interaction, 1 h. 2.3% of 78,000 active. AID 1259354. Q01638; in the data active = inhibition above about 30%; inconclusive = mostly about 10% to 28%
# Target sequence (Q01638 whole entry, looked up): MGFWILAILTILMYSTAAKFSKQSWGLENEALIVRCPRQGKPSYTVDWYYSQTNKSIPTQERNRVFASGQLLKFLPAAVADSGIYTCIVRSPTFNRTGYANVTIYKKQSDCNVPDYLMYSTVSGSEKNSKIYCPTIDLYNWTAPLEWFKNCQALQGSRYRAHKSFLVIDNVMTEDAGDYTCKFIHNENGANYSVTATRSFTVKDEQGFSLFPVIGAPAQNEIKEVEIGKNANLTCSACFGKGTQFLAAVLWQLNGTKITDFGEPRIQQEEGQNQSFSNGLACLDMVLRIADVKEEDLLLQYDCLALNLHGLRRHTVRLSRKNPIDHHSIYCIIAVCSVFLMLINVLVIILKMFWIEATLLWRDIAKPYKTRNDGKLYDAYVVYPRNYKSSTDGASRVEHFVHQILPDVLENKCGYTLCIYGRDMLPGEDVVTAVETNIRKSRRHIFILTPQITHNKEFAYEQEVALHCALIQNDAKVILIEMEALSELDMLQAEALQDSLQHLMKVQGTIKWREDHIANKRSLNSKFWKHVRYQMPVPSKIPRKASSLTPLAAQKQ
# Numbers without * were called inactive; i = inactive; ? = inconclusive. These rows are one share of the data; the hit share may differ from the screen's.
Structure | ST2 inh
Cc1ccc(C(O)CN2C3=NCCCN3c3ccccc32)cc1 (centres undefined) | i
CCc1ccccc1S(=O)(=O)Cc1ccc(C(=O)NCC2CCCO2)o1 (centres undefined) | i
COc1ccc(C2CC(c3ccc(OC)c(OC)c3)=NN2C(=O)CCC(=O)O)cc1 (centres undefined) | i
COc1cccc(CNC(=O)C(=O)Nc2cc(C)cc(C)c2)c1 | i
CC(=O)N1N=C(c2cccs2)CC1c1cn(-c2ccccc2)nc1-c1ccccc1 (centres undefined) | i
O=C(NC1CCCCCCC1)c1ccc(Br)o1 | i
CN1C(=O)C(O)(CC(=O)c2ccc3c(c2)Cc2ccccc2-3)c2ccccc21 (centres undefined) | i
O=C(Cc1ccc(F)cc1)NCCc1nnc2n1CCN(Cc1c(F)cccc1F)CC2 | i
Cc1cccc(NC(=O)CCS(=O)(=O)c2cccc3nsnc23)c1C | i
CCOc1ccc(NC(=O)Cn2c(=O)n(-c3ccc(C)c(F)c3)c(=O)c3sccc32)cc1 | i
c1cncc(CN2CC[C@H](c3nnc(-c4cccnc4)o3)C2)c1 | i
O=C(Nc1nnc(-c2ccc(Cl)s2)o1)c1ccc(S(=O)(=O)N2CCCCC2)cc1 | ?
O=C(CN1CCN(Cc2ccc(Cl)cc2)C1=O)NC1CCCCC1 | i
CCOC(=O)Oc1ccc2c(=O)c(Oc3ccc(OC)cc3)c(C(F)(F)F)oc2c1 | i
CCOc1ccc(C(=O)NC2CC(=O)N(c3ccc(OC)cc3)C2)cc1 (centres undefined) | i
COc1cc(F)c(-c2nccn2C(C)CCn2cccn2)c(F)c1 (centres undefined) | i
OCC1=C[C@@H](O)[C@@H]2C=CO[C@@H](O[C@@H]3O[C@H](CO)[C@@H](O)[C@H](O)[C@H]3O)[C@H]12 | i
O=C(O)C1CCCCC1C(=O)N1CCCC1 (centres undefined) | i
CCc1cccc(NC(=O)CN2CCN(Cc3ccccc3C)S2(=O)=O)c1 | i
Cc1ccc(S(=O)(=O)Nc2ccc(-c3nc4ccccc4[nH]3)cc2)cc1 | i
N#Cc1cc2c(nc1SCc1ccccc1F)CCC2 | i
COc1ccc(-n2ncc3c(NCCc4ccc(OC)c(OC)c4)ncnc32)cc1 | i
O=C(Nc1ccc(N2CCCC2)c(Cl)c1)c1ccccc1F | ?
Cn1c(=O)c(C2CC(=O)NCc3nc4ccccn4c32)cc2ccccc21 (centres undefined) | i
O=C(c1ccc(S(=O)(=O)N2CCCC2)cc1)N1CCN=C1SCc1cccc(Cl)c1 | i
O=C(COc1ccccc1O)NO | i
CCOC(c1ccccc1)c1ccc2c(c1)CN(Cc1ccc(C#CC(C)(C)O)cc1)CCO2 (centres undefined) | i
COc1ccc(C2CC(C(F)(F)F)n3nc(C(=O)N(C)Cc4ccccc4)c(Cl)c3N2)cc1 (centres undefined) | i
Cc1cccc(N(CC(=O)O)CC(=O)O)c1 | ?
CCc1ccc(CNc2ccc3c(c2)ncn3C)cc1 | ?
Cc1c(C(=O)N2CCCCCC2)oc2ccc(S(=O)(=O)N3CC(C)CC(C)C3)cc12 (centres undefined) | i
O=C(Nc1cnns1)c1cccc(CN2CCN(CC3CCCO3)CC2)c1 (centres undefined) | i
O=C(c1ccc2ccccc2c1)C1CCCN(C(=O)c2ccccn2)C1 (centres undefined) | i
N#CC1=C(N)Oc2cc(N)ccc2C1c1cccs1 (centres undefined) | ?
CCOC(=O)C1(CCc2ccccc2)CCN(C(=O)c2cccc(C)n2)CC1 | ?
O=C1CCCC2=C1C(c1cccs1)c1c(nc(SCc3ccccc3)[nH]c1=O)N2 (centres undefined) | i
CNc1ncccc1C(=O)N1CCN(Cc2ccc(C)cc2)C(=O)C1C (centres undefined) | i
O=C(O)c1ccccc1Nc1ccccc1 | i
O=C(NCC(=O)N1CCN(c2ccccn2)CC1)C1CCCCC1 | ?
O=C(CN1CCN(Cc2ccc(F)cc2)C1=O)NC1CCCCCC1 | i
CC(C)c1ccc(CN2CCSCC2)cc1 | ?
COc1ccc(Br)cc1/C=C1\C(=O)Nc2ccc(Br)cc21 | 36%*
N/C(=N/OC(=O)c1ccc(Cl)cc1)c1ccncc1 | i
Cc1cccc(C(=O)Oc2ccc(C)cc2-n2nc3ccccc3n2)c1 | i
CCCc1[nH]nc2c1C(c1cccc(OC)c1)C(C#N)=C(N)O2 (centres undefined) | i
O=C(/C=C/c1cccs1)Nc1ncc(Cc2cccc(C(F)(F)F)c2)s1 | i
O=C(NC1CCCCC1)c1ccc(Br)o1 | i
C[C@H]1[C@H](C)CC[C@]2(C(=O)O)CC[C@]3(C(=O)O)C(=CCC4[C@@]5(C)CC[C@H](O[C@@H]6O[C@H](C)[C@@H](O)[C@H](O)[C@H]6O)C(C)(C)C5CC[C@]43C)[C@H]12 (some centres undefined) | ?
CN1C(=O)Cc2cc(S(=O)(=O)CCC(=O)Nc3ccc(F)c(Cl)c3)ccc21 | i
Cc1cccn2c(CNC(=O)C(C)n3ccnc3C(C)C)cnc12 (centres undefined) | i
COc1ccccc1OCC(=O)Nc1ccccc1C(C)(C)C | i
NC(=O)COc1ccccc1O | i
Cc1ncccc1C(=O)N1Cc2cnn(CCO)c2C1 | ?
O=C(O)C1CC2(CCNCC2)CN1Cc1ccc(-c2ccn[nH]2)o1 (centres undefined) | i
CCOC(=O)c1c(C)oc2c(Cl)cc(NS(=O)(=O)c3ccc(Cl)cc3)cc12 | i
Nc1c(C(=O)Nc2ccccc2)sc2ncc([N+](=O)[O-])cc12 | i
CCCCN(CC)Cc1c(C)[nH]c2ccc(C)cc2c1=O | i
COc1ccc(N(C)C(=O)c2cc3cc4ccc(C)cc4nc3s2)c(OC)c1 | ?
COc1ccc2nc3oc(C(=O)Nc4cc(Cl)ccc4OC)cc3cc2c1 | i
CSc1cccc(NC(=O)C2Cc3ccccc3CN2S(C)(=O)=O)c1 (centres undefined) | i

# Next part
Structure | ST2 inh
CC(=O)Nc1ccc(NC(=O)c2cc(-c3ccc(Br)s3)nc3ccccc23)cc1 | ?
O=C(Nc1ccc(Br)cc1)C1CCN(S(=O)(=O)c2cccnc2)CC1 | i
Cc1ccc2c(c1)c(CNC(=O)c1occc1C)nn2C | i
O=C1CC(=O)N(c2cc(Cl)cc(Cl)c2)N1 | i
CC(C)C(NC(=O)C1CCCCC1)C(=O)NCc1cccnc1 (centres undefined) | i
O=C(O)C1CCCNC1 (centres undefined) | i
COc1ccc2[nH]c(CN3CCC(CCC(=O)NCC4CCCO4)CC3)c(C)c2c1 (centres undefined) | i
Cc1cc(C(=O)N2CCOc3c(O)cc(-c4ccccc4C)cc3C2)no1 | i
CCOC(=O)c1c(C)n(C)c2ccc(OC(=O)c3ccc(OC)cc3)cc12 | i
CC1CCCC(NC(=O)C2(C)CCC(=O)N2C(C)c2ccccc2)C1C (centres undefined) | ?
Cc1ccc(N2C(=O)CC(N3CCN(Cc4ccc5c(c4)OCO5)CC3)C2=O)cc1Cl (centres undefined) | ?
COc1ccc(Cc2nc3ccc(C(=O)NCc4cccc(C)n4)cc3o2)cc1OC | i
c1ccc(CCc2noc(CN3CCCC(c4ccccc4)CC3)n2)cc1 (centres undefined) | i
O=C(CCn1cnnn1)N1CCC2(CCCN(CCc3ccccc3)C2=O)C1 (centres undefined) | i
Cc1ccccc1OCCn1cc(C=C2C(=O)N(C)C(=O)N(C)C2=O)c2ccccc21 | i
CC(=O)N1c2ccc(N=Cc3ccccc3[N+](=O)[O-])cc2CC1C (centres undefined) | ?
Cn1cc(CC(=O)Nc2ccc(F)cc2)c2ccccc21 | i
Cc1cccn2c(=O)c3cc(C(=O)N4CCCC(C)C4)n(C)c3nc12 (centres undefined) | ?
Cn1cc(CCC(=O)N2CCCC(CCc3ccccc3C(F)(F)F)C2)cn1 (centres undefined) | ?
O=C(CSC1CC(=O)N(c2ccc(Cl)cc2)C1=O)Nc1ccc(Cl)cc1 (centres undefined) | i
CCCOc1ccccc1CCN1CCCCC1c1cccnc1 (centres undefined) | i
NC(=O)c1cc(N)ccc1N1CCCCC1 | ?
CCc1nc(N2CCCCC2)c(C#N)c2c1CCCC2 | i
CN1C[C@@H](NC(=O)c2ccc(C#N)cc2)C[C@H]1c1nc(-c2ccc(F)cc2)no1 | ?
Cc1cccc(C)c1NC(=O)c1cccc(OCc2ccccc2)c1 | i
COc1cc(NS(=O)(=O)c2ccc(NC(=O)c3ccc(Cl)cc3)cc2)nc(OC)n1 | i
O=C(COc1ccccc1O)N1CC[C@@H](c2ccc3c(c2)OCO3)[C@H](O)C1 | ?
COc1ccccc1NC(=O)CC1C(=O)Nc2ccccc2N1S(=O)(=O)c1ccc(C)cc1 (centres undefined) | i
CCOc1cccc2cc(-c3csc(C)n3)c(=O)oc12 | i
COc1ccc(-c2c3c(=O)n(C)c(=O)n(C)c3cn2-c2ccccc2C)cc1 | i

# Part of the list above in a different format:
Cn1cc(CCC(=O)N2CCCC(CCc3ccccc3C(F)(F)F)C2)cn1 (centres undefined)
- ST2 inh: ?

O=C(CSC1CC(=O)N(c2ccc(Cl)cc2)C1=O)Nc1ccc(Cl)cc1 (centres undefined)
- ST2 inh: i

CCCOc1ccccc1CCN1CCCCC1c1cccnc1 (centres undefined)
- ST2 inh: i

NC(=O)c1cc(N)ccc1N1CCCCC1
- ST2 inh: ?

# New compounds follow:
Structure | ST2 inh
COCCn1cc(C(=O)N2CCCC2)c2c3ccccc3n(C)c2c1=O | i
CCN(c1ccccc1)c1ncnc(N)c1[N+](=O)[O-] | i
CCN1CC(CN(C)C(=O)CCc2nnc(C3(c4ccc(Cl)cc4)CCC3)o2)CC1=O (centres undefined) | i
CN1C(=O)CC(C(=O)N(CCO)Cc2cccs2)c2ccccc21 (centres undefined) | i
CCOC(=O)c1c(C)oc2c(Cl)cc(NS(=O)(=O)c3ccc(C)cc3C)cc12 | i
CC(=O)Nc1ccc(S(=O)(=O)N2C[C@@H]3C[C@H](C2)c2c(/C=C/c4ccc(Cl)cc4)ccc(=O)n2C3)cc1 | i
O=C(Nc1cc(Cl)ccc1Cl)c1noc2c1CCCCC2 | ?
Cc1ncsc1CCN(C)C1CCN(S(C)(=O)=O)CC1 | ?
Cc1cc(C)n(-c2ccc(NC(=O)C3CCCCN3C(=O)CCc3cccs3)cc2)n1 (centres undefined) | ?
CC1(C)CCCC2(C)C=C(C(=O)O)C(O)CC12 (centres undefined) | ?
CC1(C)OC(=O)C=C[C@@]2(C)C1CC(=O)[C@]1(C)C2CC[C@@]2(C)[C@H](c3ccoc3)OC(=O)[C@H]3O[C@]321 (some centres undefined) | ?
CC(C)c1ccc(C(=O)NC2CCCC2)cc1 | i
Cc1ccc(NC(=O)c2cccc(F)c2)cc1C | i
COc1ccccc1CNC(=O)CN1CC2(CCNCC2)CC1C(=O)O (centres undefined) | i
COc1cc(OC)c(OC)cc1CN1CCC(N2CCN(c3ccccc3OC)CC2)CC1 | i
c1n[nH]nc1SCCNC1CCCNC1 (centres undefined) | i
CCc1nc(SCC(=O)C(C)(C)C)c(C#N)cc1C | i
Cc1cc(Cl)ccc1NC(=O)CN1CCN(Cc2ccc3c(c2)OCO3)CC1 | i
COc1cccc(C2C(C#N)=C(N)Oc3n[nH]c(C(C)(C)C)c32)c1 (centres undefined) | i
Cn1c(N2CCOCC2)nc2c1c(=O)n(Cc1c(F)cccc1Cl)c(=O)n2C | ?
CCOC(=O)C(CC)Sc1nc(C)nc2c1c(=O)n(C)c(=O)n2C (centres undefined) | i
COc1cc(O)c2c(c1)OC(c1ccc(O)c(O)c1)CC2=O (centres undefined) | i
COc1cccc(-c2cc(N3CCN(S(=O)(=O)c4ccccc4C)CC3)ncn2)c1 | ?
C/C=C/CC(=O)Nc1ccc(OC)c(NC(=O)c2ccccc2)c1 | i
CCCOc1ccc(C(=O)Nc2ccc(C)cc2[N+](=O)[O-])cc1 | ?
CCCN(CCC)CCNC(=O)c1cn(C)c(=O)c2c1c1ccccc1n2C | i
Cc1ccc(S(=O)(=O)c2nc(-c3ccccc3F)oc2N2CCOCC2)cc1 | ?
CCC1Oc2ccc(Cl)cc2N(C(C)C(=O)NCCCOC)C1=O (centres undefined) | i
CCCC12CN3CC(C)(CN(C1)C3c1ccc(Br)cc1)C2=O (centres undefined) | ?
CSc1ncccc1C(=O)N[C@H]1C[C@H]2C(=O)NCC(=O)N2C1 | ?
O=C(C1CC1)N1CCC(N2CCN(c3nccc4ccccc34)CC2)CC1 | ?
O=S(=O)(N=C(Nc1ccccn1)c1ccccc1)c1ccc(Cl)cc1 | ?
Cc1ccc(NS(=O)(=O)c2c(C)[nH]c(=O)[nH]c2=O)c(Cl)c1 | i
Cn1ncc(Cl)c1-c1nc2ccccc2[nH]1 | i
Cc1cccc(N2CCN(CCNC(=O)C3CCCN3c3nnc(N4CCCC4=O)s3)CC2)c1C (centres undefined) | i
CC(C)(C)CC(=O)N1CC[C@H]2NC(=O)N(c3ccc(Oc4ccccc4)cc3)C(=O)[C@H]21 | i
Cc1ccc(CN2CCCN(CC(=O)Nc3ccccc3)S2(=O)=O)cc1 | ?
CCOC(=O)C(C)Sc1nc2c([nH]c3ccccc32)c(=O)n1C (centres undefined) | i
O=[N+]([O-])C1=C(Nc2ccc(-c3ccccc3)cc2)CS(=O)(=O)C1 | ?
Cn1c(=O)c2c(nc(Cl)n2Cc2ccccc2Br)n(C)c1=O | i
O=C(O)c1ccc(NC(=O)c2cc(S(=O)(=O)N3CCOCC3)cs2)cc1 | i

# Sorted by molar mass (rising): 4 of the compounds above
Structure | ST2 inh
Cc1ncccc1C(=O)N1Cc2cnn(CCO)c2C1 | ?
CC(=O)N1c2ccc(N=Cc3ccccc3[N+](=O)[O-])cc2CC1C (centres undefined) | ?
C/C=C/CC(=O)Nc1ccc(OC)c(NC(=O)c2ccccc2)c1 | i
CN1C[C@@H](NC(=O)c2ccc(C#N)cc2)C[C@H]1c1nc(-c2ccc(F)cc2)no1 | ?
